Assay outcomes as filed in PubChem.
GlmU inhibition: inhibition of mycobacterial GlmU enzyme – biochemical, glucosamine-1-phosphate acetyltransferase (AID 1376) | M. tuberculosis GlmU acetyltransferase enzyme assay; higher % means a stronger effect | inhibition, %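 (tested at 30 µM in the primary screen)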, or IC50 in µM where a hit was titrated | 220,000 compounds, 0.25% hits; in the data active means inhibition above about 13%;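 further: 0% = complete reaction with vehicle and 100% = reaction without substrate; strong numbers were not always called active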
RmlCD inh 1536: blocks M. tuberculosis RmlC and RmlD coupled enzymes; P9WH09+P9WH11; RmlC+RmlD coupled enzyme assay, percent inhibition; primary screen in compound mixtures; inhibition, % at 3.6 µM; 160,000 compounds, 0.03% hits; AID 1533; in the data active means inhibition mostly above about 34%, no sharp cut-off; further: some results filed as inactive read as strong as hits
Target sequence (P9WH09 whole entry, looked up): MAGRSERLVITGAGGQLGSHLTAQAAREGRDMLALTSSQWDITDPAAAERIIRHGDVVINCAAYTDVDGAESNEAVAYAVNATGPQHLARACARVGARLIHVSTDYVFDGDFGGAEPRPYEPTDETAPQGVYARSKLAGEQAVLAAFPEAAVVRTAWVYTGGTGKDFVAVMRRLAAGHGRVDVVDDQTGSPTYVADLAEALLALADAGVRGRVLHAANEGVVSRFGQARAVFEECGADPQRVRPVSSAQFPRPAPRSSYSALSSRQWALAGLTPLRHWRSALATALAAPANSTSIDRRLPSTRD
Target sequence (P9WH11 whole entry, looked up): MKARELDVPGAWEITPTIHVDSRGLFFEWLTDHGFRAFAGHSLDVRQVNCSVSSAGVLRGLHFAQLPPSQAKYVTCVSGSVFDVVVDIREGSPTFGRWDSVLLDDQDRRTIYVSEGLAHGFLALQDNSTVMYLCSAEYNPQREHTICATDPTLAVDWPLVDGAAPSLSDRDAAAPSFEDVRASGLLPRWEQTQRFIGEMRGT
The depositor's hits bear a star; · = not tested or not shown.

SMILES	RmlCD inh 1536	GlmU inhibition
CC1CCN(c2ccc(C(F)(F)F)cc2N)CC1	·	-1.0%
Cc1cc(C)cc(C(=O)NCC(=O)OCc2c(C)noc2C)c1	·	3.1%
O=C(CCC(=O)c1ccc[nH]1)c1ccc(Cl)cc1	-4	3.8%
Cc1ccc(Nc2nc(N)[nH]c(=O)c2N=O)cc1	-1	-6.0%
CCCCOc1ccccc1NC(=O)C=C(C)C	14	1.2%
CN1CCc2nc(SCC(=O)Nc3ccc(OC(F)(F)F)cc3)c(C#N)c(-c3cccs3)c2C1	-10	-7.2%
Cc1ccccc1OCC(O)Cn1c(NCc2ccccc2)nc2c1c(=O)[nH]c(=O)n2C (stereo unspecified)	·	3.8%
CCOC(=O)c1nc(Nc2cc(C)cc(C)c2)c2ccccc2n1	-4	-5.3%
O=C(/C=C/c1ccc(Cl)c([N+](=O)[O-])c1)NCc1cccnc1	·	3.8%
O=c1cc(CN2CCN(CCO)CC2)c2cc3c(cc2o1)CCC3	9	4.2%
COc1ccc(NS(=O)(=O)c2ccc(NC(=O)CCNS(=O)(=O)c3ccc(C)cc3)cc2)cc1	-4	-2.8%
Clc1ccc(OCCn2ccnc2)c(Cl)c1	·	-2.1%
CCC1=NN2C(=N)/C(=C\c3cccn3-c3ccc(Br)cc3)C(=O)N=C2S1	8	-3.8%
CCc1c(C)c2cc(Cl)c(O)c(CN3CCCCC3)c2oc1=O	-8	3.1%
COc1ccc(Nc2nc(N)nc(CSc3nccc(C)n3)n2)cc1	-4	-4.3%
Cc1ccc2nc(-c3ccc(NC(=O)COCC(=O)O)cc3)sc2c1	10	1.2%
C/C=C\C=C/C(=O)Nc1cccc(C2=NOC3(C2)C[C@@H](C(N)=O)N(C(=O)C2(C)CC2)C3)c1 (stereo partly specified)	-2	-0.7%
O=S1(=O)CC/C(=N/Nc2ccccn2)c2cc(F)ccc21	36	-6.4%
Cc1cccc(CC(C)NC(=O)CCc2nnc(-c3ccccc3)o2)n1 (stereo unspecified)	-5	-4.4%
Cc1nc(S(=O)(=O)c2ccc(Cl)cc2Cl)nc2c1CCC2	-10	4.5%
O=C1CSC(=S)N1/N=C/c1ccc(Cl)c([N+](=O)[O-])c1	·	4.4%
O=C(NC1CCOC1)c1ccc(OC2CCN(CCc3ccccc3)CC2)cc1 (stereo unspecified)	12	-7.3%
c1ccc(Cn2nnc3c(NCCN4CCOCC4)ncnc32)cc1	-4	-1.2%
CN1CCC(N(C)C(=S)NC(=O)C23CC4CC(CC(C4)C2)C3)CC1	-3	1.2%
CC(=O)c1cccc(NC(=O)c2noc3c2CCc2ccccc2-3)c1	-10	2.3%
COC(=O)c1coc(-c2ccc(OC)cc2)c1C(=O)OC	·	17%
O=C(COc1ccc([N+](=O)[O-])cc1)NCCc1nc2ccccc2[nH]1	-11	0.2%
C/C(=N\NC(=O)CN1CCN(Cc2ccc(C)cc2)CC1)c1ccncc1	-4	-0.4%
CCC(=O)Nc1cccc(-n2nnnc2SCC(=O)N(C(C)C)C(C)C)c1	3	8.6%
CCCCOC(=O)c1ccc(NS(=O)(=O)c2cc(-c3nnnn3CC)ccc2OC)cc1	-6	6.6%

Some of the entries so far, with values under each structure:
Results follow in this order: RmlCD inh 1536 | GlmU inhibition
> O=C(CCC(=O)c1ccc[nH]1)c1ccc(Cl)cc1
→ -4 | 3.8%
> C/C(=N\NC(=O)CN1CCN(Cc2ccc(C)cc2)CC1)c1ccncc1
→ -4 | -0.4%

Next section.
SMILES	RmlCD inh 1536	GlmU inhibition
CC(=O)Nc1cccc(/C(C)=N/NC(=O)c2ccc3c(c2)OCO3)c1	·	-3.9%
CN(C)c1ccc(/C=N/N=C2/SC(CC(=O)O)C(=O)N2c2ccc(O)cc2)cc1 (stereo unspecified)	-12	10%
Cc1cc(-c2nn(-c3ccccc3F)cc2CN2CCCC(CO)C2)c(C)s1 (stereo unspecified)	-11	0.1%
O=C(/C=C/c1ccc[nH]1)c1ccc(F)cc1	5	-3.2%
CCOC(=O)Cn1cc(/C=N/NC(=O)c2cc3ccccc3o2)c2ccccc21	·	-6.2%
CCCCNc1cnn(-c2ccccc2)c(=O)c1Cl	·	0.2%
Nc1ncnc(Nc2cc(C(F)(F)F)cc(C(F)(F)F)c2)n1	-5	-3.9%
COc1ccc(NC(=O)CN2C(=O)c3cccc4cccc2c34)c(OC)c1	1	0.8%
COc1cc2ncnc(NCCCN3CCOCC3)c2cc1OC	11	-5.4%
COc1ccc([N+](=O)[O-])cc1NC(=O)C(C)c1ccccc1 (stereo unspecified)	5	-4.6%
Cc1ccccc1/C=C/C12NC(=O)CN1c1ccccc1C2(C)C (stereo unspecified)	·	0.9%
Cc1nonc1OCCNCCNc1ccc([N+](=O)[O-])cc1Cl	20	-12%
CCc1cccc(CC)c1N1C(=O)c2cc(N3CCOCC3)c([N+](=O)[O-])cc2C1=O	33	-4.7%
COc1ccc(C2C3CCCCC3(O)CCN2C(=O)c2cccs2)cc1 (stereo unspecified)	-3	-5.4%
Cc1cc(OCC(=O)Nc2ccncc2)cc(C)c1Br	·	8.5%
O=C(NC(=O)c1ccccc1N1CCCCC1)Nc1ccc(Br)cc1	·	-4.3%
N#C/C(=C(/O)COc1ccc(Br)cc1)c1nnc2n1CCCCC2	7	1.2%
CCOC(=O)c1c(COc2ccccc2)oc2ccc(O)cc12	·	-1.8%
CCOc1ccc(C(=O)NCC(=O)OCC(=O)Nc2ccccc2OC)cc1	-5	2.4%
COC(=O)c1ccc(Cl)c(NC(=O)CN(c2ccccc2)S(=O)(=O)c2ccc(OC)cc2)c1	9	-1.6%
CCCCC(CCC(=O)Nc1cccc([N+](=O)[O-])c1)C(=O)O (stereo unspecified)	·	-3.9%
COc1ccc(Cc2nc(C(=O)Nc3ccc(F)cc3)cs2)cc1	7	4.4%
O=C(NCCNCc1ccccn1)c1ccco1	5	-0.8%
CC(C)(C)NC(=O)CSc1nncn1-c1ccccc1	3	2.4%
CC(=O)N1CCN(c2ccccc2NC(=O)COc2ccc(Br)cc2)CC1	-6	3.0%
CCNC(=O)NC(=O)C(C)OC(=O)c1ccc(SC)cc1OC (stereo unspecified)	-14	1.9%
CC(C)CCOC(=O)c1c(N)n(CC2CCCO2)c2nc3ccccc3nc12 (stereo unspecified)	5	0.2%
CCC(C)[C@H](NC(=O)NCCC1=CCCCC1)C(=O)O (stereo partly specified)	·	-0.8%
COC(=O)C1=C(c2cccc(OC)c2OC)C[C@@H]2CC[C@H]1N2C(=O)N1CCC(O)CC1	·	0.4%
CCCc1[nH]nc2c1C1(C(=O)N(CC(N)=O)c3ccccc31)C(C(=O)OC)=C(N)O2 (stereo unspecified)	-1	-2.7%

Compound profiles, as listed above. Screens in order: RmlCD inh 1536, GlmU inhibition
Shown for O=S1(=O)CC/C(=N/Nc2ccccn2)c2cc(F)ccc21 = 36, -6.4%
Shown for C/C=C\C=C/C(=O)Nc1cccc(C2=NOC3(C2)C[C@@H](C(N)=O)N(C(=O)C2(C)CC2)C3)c1 (stereo partly specified) = -2, -0.7%
Shown for O=C(NC1CCOC1)c1ccc(OC2CCN(CCc3ccccc3)CC2)cc1 (stereo unspecified) = 12, -7.3%
Shown for COC(=O)c1coc(-c2ccc(OC)cc2)c1C(=O)OC = ·, 17%
Shown for COC(=O)C1=C(c2cccc(OC)c2OC)C[C@@H]2CC[C@H]1N2C(=O)N1CCC(O)CC1 = ·, 0.4%

Carrying on:
SMILES	RmlCD inh 1536	GlmU inhibition
Cc1ccccc1Nc1nc(N)nc(CN(C)Cc2ccccc2Cl)n1	5	-1.9%
O=C(CSc1n[nH]c(-c2ccncc2)n1)c1cccc([N+](=O)[O-])c1	-12	0.3%
CCOC(=O)c1sc(=S)n(C)c1NC(=O)c1ccc(OC)cc1	·	2.0%
Cc1cnc(NC(=O)CSc2ccc(Cl)cc2)s1	·	-1.2%
CN(C)c1ccc(C=Nc2ccc(N(C)C)cc2)cc1	·	-0.1%
COc1ccc(CCC(=O)N2CCC3(CC2)OCCO3)cc1	·	1.9%
CCSc1nnc(NC(=O)C2CCCCC2)s1	9	2.5%
COc1ccc(CNC(=O)C2CCN(C(=O)[C@@H](CC(C)C)NC(=O)OC(C)(C)C)CC2)cc1	·	1.0%
COc1ccc(C2=NOC(C3(S(=O)(=O)c4ccccc4)CC(O)C3)C2)cc1 (stereo unspecified)	·	3.3%
Cc1cc(Nc2cc(Cl)cc(Cl)c2)nc(N)n1	36	-1.1%
CC(=O)Cc1ccccc1OC(=O)c1ccco1	5	11%
COC(=O)c1ccccc1NC1OC(=O)c2ccccc21 (stereo unspecified)	-6	1.1%
O=C1CCC(=O)N1c1ccc(-c2nc3ccccc3s2)cc1	5	-6.7%
COc1ccc(NC(=S)N2CCOCC2)c(OC)c1	-9	2.7%
CSc1ncccc1C(=O)OCc1ccc(COC(=O)c2cccnc2SC)cc1	·	-4.9%
CNc1ccc(Br)cc(C(=O)/C=C/c2ccc3c(c2)OCO3)c1=O	7	-3.3%
O=C(NCc1cccs1)c1cc(-c2ccccc2)on1	8	2.9%
COc1ccc(CNc2nc(S(=O)(=O)c3ccccc3)c(Cl)s2)cc1OC	·	-5.8%
CCN(CC)CCCN1C(=O)C(=O)/C(=C(/O)c2cnn(-c3ccccc3)c2C)C1c1ccncc1 (stereo unspecified)	·	3.5%
S=C(NCc1ccccn1)Nc1ccc(Cl)cc1Cl	7	3.3%
N#Cc1ccc(C(=O)N2CCN(S(=O)(=O)c3ccc(Br)s3)CC2)cc1	-13	-0.3%
COc1ccc(CNc2ncnc3c2[nH]c2cc(OC)c(OC)cc23)cc1	·	5.1%
COc1ccc(Cc2noc(CN(C)CC(O)c3ccccc3)n2)cc1OC (stereo unspecified)	-11	-9.1%
C=CCn1c(=NC(=O)CC)n(C)c2ccccc21	6	5.3%
COC(=O)CN(c1ccc(C(C)C)cc1)S(=O)(=O)c1c(C)[nH]c(=O)[nH]c1=O	11	2.9%
COc1ccc(NC(=O)CCN2C(=O)c3ccccc3S2(=O)=O)c(OC)c1	-5	-5.5%
CCOC(=O)C1=NN(c2ccccc2C)C2=NC(C)=C(C(=O)OC)C(c3cccc(OC)c3)N12 (stereo unspecified)	·	1.4%
CC1(C)C(=O)OC(c2ccccc2)C2(CCCC2)C1=O (stereo unspecified)	·	-6.7%
CC1(C)C2CCC1(CS(=O)(=O)NCc1ccc(C(=O)O)cc1)C(=O)C2 (stereo unspecified)	·	-3.1%
CCO[C@H]1OC(C(=O)Nc2ccccc2)=C[C@@H](C)[C@@H]1CCCO	·	4.5%
CCOc1ccc(C(=O)NC(=S)Nc2ccccc2OC)cc1[N+](=O)[O-]	-11	-2.4%
COCCn1c(SCC(=O)Nc2cccc(C)n2)nnc1-c1ccco1	4	-2.1%
Cc1ccc(-c2cc(C(=O)Nc3ccccn3)c3ccccc3n2)o1	12	-0.2%
O=C(O)c1cc(-c2ccc(/C=N/NC(=S)Nc3ccccc3)o2)ccc1Cl	10	10%
CCN1/C(=C2\SC(=S)N(Cc3ccccc3)C2=O)Sc2ccccc21	·	1.4%
COC(=O)c1cccc(C23CC4(C2)[C@H](CN(Cc2ccc(C(F)(F)F)cc2)[C@@H]4c2ccccc2)C3c2ccc(C(F)(F)F)cc2)c1 (stereo partly specified)	·	-1.6%
Nc1ccc(S(=O)(=O)Nc2ccnn2-c2ccccc2)cc1	·	6.1%
COc1ccc(Nc2nc(N3CCCC3)nc3ccccc23)c(OC)c1	·	-1.0%
CC(=O)Nc1ccc(Nc2nc(-c3ccccc3)nc3ccccc23)cc1	-10	-0.1%
CC(=O)OC1CCC2(C)C(=CCC3C2CCC2(C)C3CC3OC4(CCC(C)CN4)C(C)C32)C1 (stereo unspecified)	2	0.2%
Cc1ccc(OC(=O)CCN2C(=O)c3ccccc3C2=O)cc1C	22	-2.5%
CCOC(=O)CC1CCCCN1Cc1cn(C)nc1-c1ccc2c(c1)OCCO2 (stereo unspecified)	·	6.1%
O=C(NNC(=S)Nc1ccccc1)c1cc(-c2cccnc2)nc2ccccc12	-1	-5.7%
FC(F)c1nnc2ccc(Cl)nn12	21	5.2%
Fc1ccc(-c2nnc(-c3ccc(Cl)cc3Cl)o2)cc1	9	1.8%
CC(C)N1C(=O)NC(=O)C2(Cc3cc([N+](=O)[O-])ccc3N(C)C2c2ccccc2)C1=O (stereo unspecified)	5	-5.6%
CCc1nnc(NC(=O)CSc2nc3c(cc2C#N)CCCC3)s1	·	-4.2%
CN1CCN(CC(=O)Nc2ccccc2Sc2ccccc2)CC1	·	1.4%
CCNC(=S)N1CCN(c2ccc([N+](=O)[O-])cc2)CC1	·	5.5%
Cc1ccc(C(=O)NCC(=O)OCC(=O)c2ccc3c(c2)NC(=O)CO3)cc1C	3	-6.1%
COc1ccc(-c2nnc(SCc3cccc(C#N)c3)o2)cc1	6	0.0%
O=C(ON=C1CCN(S(=O)(=O)c2ccccc2)CC1)c1ccc(Cl)cc1	4	-0.8%
Cc1ccc(S(=O)(=O)N/N=C/c2cccc3c2OCCO3)cc1	·	1.7%
CC1CC(C)(C)NC(=S)N1CCCC(=O)N1CCN(c2ccccc2F)CC1 (stereo unspecified)	-3	2.2%
Cn1c(=O)c2c(ncn2CC(=O)N/N=C/c2ccc(Br)s2)n(C)c1=O	-5	0.6%
Cc1cc2nc3c(=O)n(CCc4ccccc4)c(=O)[nH]c3nc2cc1N	40	3.3%

Some of the compounds tested; count on the stated rates, not on these rows.
